UGM FP inh: M. tuberculosis UGM enzyme inhibitors, primary screen, biochemical, fluorescence polarization, single point | AID 504406, 2011 | purified UGM, fluorescence polarization probe displacement | inhibition, % at 10 µM | 0.06% of 320,000 active | UDP-galactopyranose mutase (Mycobacterium tuberculosis (strain ATCC 25618 / H37Rv)), …; in the data active = inhibition above about 10%, passing the limit was not always enough
BoNT F protease: BoNT/F light chain protease inhibitors, primary screen, biochemical, flow cytometry, MLPCN library. Botulinum neurotoxin type F light chain protease (Clostridium botulinum). Multiplex microsphere protease cleavage assay. inhibition, % at 10 µM. 0.22% of 360,000 active. AID 588497, 2011; in the data active = inhibition above about 35%, passing the limit was not always enough; note: plate controls were buffer without enzyme for full effect and enzyme alone for no effect
Mtb FBA inh: Mtb FBA enzyme inhibitors, primary screen, biochemical, fluorescence, strain H37Rv; Fructose-bisphosphate aldolase (Mycobacterium tuberculosis (strain ATCC 25618 / H37Rv)), …; purified M. tuberculosis FBA, fluorescence read-out; inhibition, % at 1 µM; 2.3% of 360,000 active; in the data active = inhibition above about 27%;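 note: 0% = vehicle and 100% = reference inhibitor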
Target sequence (P9WQA3 whole entry, looked up): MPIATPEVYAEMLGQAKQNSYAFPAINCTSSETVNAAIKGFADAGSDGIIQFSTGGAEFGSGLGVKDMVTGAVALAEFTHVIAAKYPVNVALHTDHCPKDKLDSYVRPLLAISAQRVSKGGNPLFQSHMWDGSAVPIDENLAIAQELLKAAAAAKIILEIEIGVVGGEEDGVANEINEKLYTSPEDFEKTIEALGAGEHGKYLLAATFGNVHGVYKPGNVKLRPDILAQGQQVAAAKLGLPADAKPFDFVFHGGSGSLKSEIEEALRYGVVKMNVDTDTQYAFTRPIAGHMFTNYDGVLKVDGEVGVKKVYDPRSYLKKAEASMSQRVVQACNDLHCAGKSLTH
Mtb BioA inh: M. tuberculosis BioA enzyme inhibitors, primary screen, biochemical, plate reader, single point, HTS | AID 602481, 2012 | 0.096% of 360,000 active | inhibition, % at 9.99 µM | purified M. tuberculosis BioA enzyme; in the data active = inhibition above about 40%
Rv3671c inh: Rv3671c serine protease inhibitors, primary screen, biochemical, fluorescence polarization, M. tuberculosis H37Rv; P9WHR9; inhibition, % at 5.96 µM; 0.048% of 320,000 active; AID 2606, 2010; in the data active = inhibition above about 38%;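 note: extracellular domain of Rv3671c used as enzyme; 0% = enzyme with DMSO and 100% = no enzyme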
Target sequence (P9WHR9 whole entry, looked up, the tested form may be a part): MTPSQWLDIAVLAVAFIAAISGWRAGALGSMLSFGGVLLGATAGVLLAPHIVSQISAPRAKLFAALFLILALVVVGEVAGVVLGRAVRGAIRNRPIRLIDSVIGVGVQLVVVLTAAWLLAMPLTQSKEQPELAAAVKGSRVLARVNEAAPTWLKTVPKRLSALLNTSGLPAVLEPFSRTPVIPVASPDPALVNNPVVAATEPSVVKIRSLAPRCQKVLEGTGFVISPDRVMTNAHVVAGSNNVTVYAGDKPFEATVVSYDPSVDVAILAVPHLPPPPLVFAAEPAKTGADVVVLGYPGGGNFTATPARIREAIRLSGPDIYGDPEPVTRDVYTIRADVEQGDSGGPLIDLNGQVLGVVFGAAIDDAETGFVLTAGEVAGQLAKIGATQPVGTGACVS
DUSP3 inh: VHR1 phosphatase inhibitors, primary screen, biochemical, absorbance, uHTS. inhibition, % at 13.3 µM. recombinant VHR phosphatase, pNPP absorbance. AID 1654, 2009. 0.52% of 290,000 active; in the data active = inhibition above about 50%; note: some compounds called inactive have numbers as strong as hits
GDH-TPI inh: GDH-TPI coupling enzyme inhibitors, primary screen, artefact control for M. tuberculosis FBA inhibitor project, biochemical, absorbance, full deck; GDH-TPI coupled enzyme counterscreen, NADH absorbance; inhibition, % at 4.8 µM; 1.2% of 360,000 active; AID 588335, 2011;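 note: 0% = DMSO wells and 100% = wells lacking the enzyme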
CCHFV vOTU inh: CCHFV vOTU protease inhibitors, primary screen, biochemical, Pep-AMC substrate, fluorescence; Crimean-Congo hemorrhagic fever virus L polyprotein viral ovarian tumor (vOTU) protease …; inhibition, % at 11.5 µM; 0.55% of 370,000 active; note: 0% = vehicle wells with enzyme and 100% = no enzyme wells
MazF activator: activators of E. coli MazEF toxin-antitoxin RNase, primary screen, biochemical, fluorescence, uHTS | Endoribonuclease toxin MazF (Escherichia coli (strain K12)), P0AE70 | FAM/BHQ RNA-DNA oligo cleavage fluorescence, 5 h | activation, % at 20 µM | 0.32% of 350,000 active | AID 504720, 2011; in the data active = activation above about 50%
Target sequence (P0AE70 whole entry, looked up): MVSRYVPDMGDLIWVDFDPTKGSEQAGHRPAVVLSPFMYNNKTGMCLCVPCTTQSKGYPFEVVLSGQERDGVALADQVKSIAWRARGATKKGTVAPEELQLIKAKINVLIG
FadD28 FP inh: inhibitors of FadD28 bisubstrate probe binding, primary screen, biochemical, fluorescence polarization, single point; 0.22% of 360,000 active; inhibition, % at 12.5 µM; Mycobacterium tuberculosis FadD28 fatty-acid-AMP ligase; in the data active = inhibition above about 8.5%, passing the limit was not always enough
* hit, by the source's call; / = no result given; & = joins results of further samples. Cut-off read from the data, not from the text of the source, unless noted: active = inhibition above about 30%; inactive = the rest.

1) COC(=O)C1C2c3ccccc3C(c3ccccc32)C1C(=O)OC (configuration not stated)
2) COC(=O)C1=C(N)OC2=C(C(=O)CC(C)(C)C2)C1c1ccccc1OCC#N (configuration not stated)
3) CN(C)CC(=O)N1CCc2ccccc2C1
4) Oc1ccc(NCc2ccccc2OCc2ccccc2F)cc1
5) O=C(NCCc1nc2ccc(Cl)cc2[nH]1)C1CCC(=O)N(Cc2cccc(F)c2)C1 (configuration not stated)
6) CCN1CCN(C(c2ccccc2)c2sc3nc(C)nn3c2O)CC1 (configuration not stated)
7) COc1cc2c(N3CCOCC3)cc(O)c(CC(=O)Nc3ccccc3)c2cc1OC
8) O=C1C2CCCN2C(=O)N1CCCCN1CCN(c2ccc(F)cc2)CC1 (configuration not stated)
entry no.	1	2	3	4	5	6	7	8
UGM FP inh	-1.3	-0.8	0.6	2.1	-1.2	2.3	-2.0	-0.6
BoNT F protease	0	-5	-2	-12	4	-12	-1	-2
Mtb FBA inh	0	1	2	14	0	2	31*	-2
Mtb BioA inh	-0.1	/	/	-1.2	-0.2	-0.8	0.3	-0.1
Rv3671c inh	0	6	-3	7	-4	-10	-1	4
DUSP3 inh	12	12	-1	0	18	22	24	-8
GDH-TPI inh	-6	6	-3	8	4	-5	3	-2
CCHFV vOTU inh	-4	-11	2	7	-14	3	-15	-17
MazF activator	-5	3	5	5	1	-5	-9	2
FadD28 FP inh	-3.0	-0.2	-2.7	0.3	-0.5	-0.2	0.5	-3.1

9) CCOC(=O)c1c(NC(=O)C(=O)N/N=C/c2ccc(O)c(OC)c2)sc2c1CCCCC2
10) O=C(CCCCCN1C(=O)CCC1=O)Nc1ccc(Br)cc1F
11) O=C(O)c1c(Cl)c(Cl)c(Cl)c(Cl)c1C(=O)N1CCOCC1
12) COc1cccc(C(=O)/C(C#N)=N/Nc2cccc(-c3ccnc(C)n3)c2)c1
13) COC(=O)CNc1ccc2c(c1)OCO2
14) Cc1ccc(S(C)(=O)=O)cc1C(=O)N1CC(C(N)=O)Oc2ccccc21 (configuration not stated)
15) COC(=O)Nc1ccc2c(c1)N(C(=O)CCN1CCOCC1)c1ccccc1S2
16) CCC(=O)NC(c1ccc([N+](=O)[O-])cc1)c1c(O)ccc2ccccc12 (configuration not stated)
entry no.	9	10	11	12	13	14	15	16
UGM FP inh	3.1	1.1	1.9	-2.8	8.3	-0.7	2.6	-0.7
BoNT F protease	2	0	16	-2	-4	17	3	-5
Mtb FBA inh	-4	-1	0	-3	3	0	4	-3
Mtb BioA inh	/	1.1	-1.0	/	-1.4	-5.1	-0.1	/
Rv3671c inh	-25	-7	1	-3	-1	9	-11	-3
DUSP3 inh	-6	24	-6	-5	4	21	-19	-7
GDH-TPI inh	15	-5	-1	17	-7	4	22	7
CCHFV vOTU inh	23	-2	-4	-3	-7	-5	7	-11
MazF activator	0	13	-7	-2	2	1	8	3
FadD28 FP inh	-0.9	-2.9	-3.4	0.1	-1.4	0.4	-2.2	-3.6

17) CNC(=O)c1cc(C(=O)c2ccccc2C(F)(F)F)c[nH]1
18) C[n+]1c2n(c3ccccc31)N=C(c1ccccc1)CS2
19) CCCN1CCC(NC(=S)Nc2ccc(OC)c(OC)c2)CC1
20) Cc1cccc(C)c1NC(=O)CNC(=O)C(C)N1CCN(c2cccc(Cl)c2)CC1 (configuration not stated)
21) COc1ccc(C)cc1NC(=O)CNC(c1ccccc1)c1ccccc1
22) O=C(COC(=O)CCC(=O)c1ccc(Cl)cc1)NCc1ccco1
23) CCOC(=O)[C@@H]1[C@H]2COc3ccccc3[C@@H]2N2C(=O)N(c3cccc(Cl)c3)C(=O)[C@]12C
24) COc1ccc(N2CCN(C(=S)NC(=O)c3cccs3)CC2)c([N+](=O)[O-])c1
entry no.	17	18	19	20	21	22	23	24
UGM FP inh	-2.5	-1.9&-0.4	-0.3	-2.4	2.4	-1.0	-0.9	3.6
BoNT F protease	-1	2&-8	-3	-3	5	0	-5	0
Mtb FBA inh	-2	2&-1	0	4	0	0	0	-6
Mtb BioA inh	/	/	-1.9	1.7	-1.3	/	-1.4	8.2
Rv3671c inh	-2	8&5	0	-14	-5	1	-5	8
DUSP3 inh	-7	15&3	32	/	-10	41	-18	12
GDH-TPI inh	0	4&10	-4	6	5	6	6	-1
CCHFV vOTU inh	1	10&3	-4	14	-6	-6	3	4
MazF activator	10	8&-1	-13	0	1	-1	6	9
FadD28 FP inh	-3.0	-1.9&-1.3	-0.1	/	0.3	-1.1	-1.9	-4.0

25) CC(C)OC(=O)c1cc2c(=O)[nH]c(C(Cl)(Cl)Cl)nc2o1
26) Cc1ccc(NC(=O)CCN2C(=O)C3CC=CCC3C2=O)cc1Cl (configuration not stated)
27) CCOC(=O)N1CCN(C(=O)C(CC(C)C)NS(=O)(=O)c2ccc(C)cc2)CC1 (configuration not stated)
28) CCOC(=O)c1ccc(NC(=O)c2cc(F)c(F)cc2Cl)cc1
29) O=S(=O)(NCc1ccccc1Cl)c1ccc(-n2cccn2)cc1
30) Cc1cccc(C)c1C(O)c1ncc(-c2cccc(C(F)(F)F)c2)[nH]1 (configuration not stated)
31) O=C(CSc1ncnc2c1cnn2-c1ccccc1)NC1CCS(=O)(=O)C1 (configuration not stated)
32) CC(OC(=O)c1ccccc1NS(=O)(=O)c1cccc(C(F)(F)F)c1)C(=O)N(C)Cc1ccccc1 (configuration not stated)
entry no.	25	26	27	28	29	30	31	32
UGM FP inh	-0.5	/	/	1.3	-2.0	/	0.2	2.8
BoNT F protease	-2	5	-4	0	3	-5	-1	-13
Mtb FBA inh	10	0	1	-2	-5	-1	-1	0
Mtb BioA inh	/	-1.0	-4.7	1.9	-1.4	-0.4	-0.6	/
Rv3671c inh	0	-9	-7	-1	-1	/	0	-12
DUSP3 inh	11	/	/	14	10	/	/	-17
GDH-TPI inh	0	6	-4	0	1	-2	7	-1
CCHFV vOTU inh	2	-7	11	-5	9	14	14	11
MazF activator	-19	0	5	0	-1	/	0	-6
FadD28 FP inh	0.7	-0.8	-2.2	-3.9	-0.9	-2.6	-0.7	-0.7

3 compounds from above, limited to UGM FP inh and FadD28 FP inh.
entry | compound | UGM FP inh | FadD28 FP inh
25 | CC(C)OC(=O)c1cc2c(=O)[nH]c(C(Cl)(Cl)Cl)nc2o1 | -0.5 | 0.7
26 | Cc1ccc(NC(=O)CCN2C(=O)C3CC=CCC3C2=O)cc1Cl (configuration not stated) | / | -0.8
27 | CCOC(=O)N1CCN(C(=O)C(CC(C)C)NS(=O)(=O)c2ccc(C)cc2)CC1 (configuration not stated) | / | -2.2

More records
33) O=C(CCN1C(=O)C2C3CC(C(Br)C3Br)C2C1=O)OCC(=O)c1cccc([N+](=O)[O-])c1 (configuration not stated)
34) Clc1ccccc1CN1CCN(c2ccccc2)CC1
35) COC(=O)c1c(NC(=O)COC(=O)c2ccccn2)sc(C)c1C
36) COc1ccc(C)cc1S(=O)(=O)Nc1cccc(Cl)c1
37) COc1ccc(-c2nc3c(c(SCC(=O)N4CCOCC4)n2)Cc2c(CO)cnc(C)c2O3)cc1
38) CCOc1nc(-c2ccccc2)ccc1-c1noc(COc2ccccc2)n1
39) O=c1/c(=C/c2ccccn2)sc2nc3ccccc3n12
40) Cc1ccc([C@H]2N[C@]3(CCCN(Cc4ccc(Cl)cc4)C3=O)[C@H]3C(=O)N(Cc4ccccc4)C(=O)[C@@H]23)cc1
entry no.	33	34	35	36	37	38	39	40
UGM FP inh	0.5	0.0	-2.2	-1.2	2.8	1.4	/	/
BoNT F protease	2	7	18	-9	12	-5	5	-1
Mtb FBA inh	3	0	2	3	3	3	3	-2
Mtb BioA inh	/	0.4	-1.9	1.6	0.6	-1.0	/	-0.7
Rv3671c inh	5	0	-10	4	-22	-11	-5	/
DUSP3 inh	0	-13	/	-4	2	-4	25	/
GDH-TPI inh	0	5	9	-2	18	3	3	-19
CCHFV vOTU inh	2	20	1	3	13	6	13	0
MazF activator	-20	-10	-10	10	11	0	-19	-1
FadD28 FP inh	/	0.5	-2.6	-1.7	-3.5	-1.0	0.2	-5.5

As entered above.
UGM FP inh with #37 : 2.8
CCHFV vOTU inh with #38 : 6

Remaining list, next part:
41) COc1ccc(NC(=O)CNC(=O)C23CC4CC(CC(C4)C2)C3)c(OC)c1
42) CCOc1ccc(NC(=O)C(=O)NCCN2CCN(S(=O)(=O)c3ccc(C)cc3)CC2)cc1
43) CC(=O)Nc1ccc(C(=O)NNC(=O)c2csc(N3CCOCC3)n2)cc1
44) Cn1c(=O)[nH]c2sc3c(c2c1=O)CC(C)(C)OC3
45) O=C(NCc1cccnc1)c1c[nH]c2cc3c(cc2c1=O)OCCO3
46) COc1ccc(Oc2nnc(-c3ccc(C)cc3)c3ccccc23)cc1
47) CCC(c1nnnn1C1CCCC1)N1CCN(c2ccccc2F)CC1 (configuration not stated)
48) CCc1ccc(CNC(=O)CCCC(=O)n2nc(C)c3ccccc32)cc1
49) O=C(CCc1nc2ccccc2c(=O)[nH]1)NCC(=O)Nc1ccc(F)c(F)c1
50) CC(C)C[C@@H](COc1ccccc1)N1CCN(CCc2ccccc2)CCC1=O
51) COc1cc(Cl)c(C)cc1NC(=O)COC(=O)/C=C/c1c(C)nn(C2CCS(=O)(=O)C2)c1Cl (configuration not stated)
entry no.	41	42	43	44	45	46	47	48	49	50	51
UGM FP inh	2.3	-2.9	/	0.3	2.5	-0.2	2.0	1.4	-1.8	-1.9	-2.1
BoNT F protease	6	7	-8	-26	-4	4	19	2	-2	-3	-7
Mtb FBA inh	-1	2	4	1	0	1	7	3	-2	-2	0
Mtb BioA inh	0.5	1.7	-1.2	-1.6	-0.9	-2.1	2.4	-0.5	0.3	2.2	/
Rv3671c inh	0	5	/	-10	1	-4	-6	-6	-3	-2	0
DUSP3 inh	/	6	/	20	22	10	4	25	/	-14	8
GDH-TPI inh	0	-1	4	0	-4	12	3	6	-11	-2	-3
CCHFV vOTU inh	18	21	19	0	-10	4	6	9	10	15	2
MazF activator	10	-1	-13	3	9	-1	9	-7	-7	-3	0
FadD28 FP inh	-3.3	1.9	-1.1	-0.8	-0.6	0.7	-2.8	-3.7	-0.5	-3.2	-4.2
